# Bioassay records (PubChem BioAssay)
# mouse EphA4 binding: inhibitors of EphA4 binding to KYL peptide, primary screen, biochemical, colorimetric, mouse EphA4 (AID 689) | 0.1% of 62,000 active | EphA4-AP binding to KYL peptide, pNPP A405; higher % means a stronger effect | inhibition, % at 10 µM; hits with a dose series show IC50 in µM; in the data active = a potency from the dose series; inactive = the rest, 99 in 100 with inhibition below about 22%
# Active calls of the source: *; & = joins results of further samples.
SMILES,mouse EphA4 binding
CN1C(=O)/C(=c2\sc3nc(-c4ccccc4)c(-c4ccccc4)n3c2=O)c2ccccc21,9%
Cc1cccc(-c2nnc(SCC#N)n2-c2ccccc2)c1,-12%
COc1cc(=O)n2c(n1)SCCC2,-6%
COC(=O)Cn1c2ccc(C)cc2c2nc(C)sc21,0%
COc1ccc(-c2cc(C(F)F)n3ncc(C(=O)N4CCCCC4)c3n2)cc1,-1%
Cc1cccc(C(=O)O/N=C(\N)c2ccc(Br)cc2)c1,-4%
O=C(NCCN1CCCC1)C1CCN(S(=O)(=O)N2CCC3(CC2)OCCO3)CC1,-7%
COc1nc(N/N=C/c2cc3c(cc2Br)OCO3)nc(N2CCOCC2)n1,-2%
O=C(CSc1nnc(-c2ccco2)n1Cc1ccccc1)OC1CCCCC1,-11%
CC1(C)CC(=O)C(C=NCCN2CCN(C(=S)Nc3ccc(F)cc3)CC2)=C(O)C1,-2%
O=P(O)(O)c1ccccc1OCc1ccccc1,-8%
Cc1ccc(-c2nnc(CSc3nnc4c5c(C)c(C)sc5nc(C(C)C)n34)o2)cc1,-8%
Cc1sc(NC(=O)c2ccccc2)c(C(=O)NCCN(C)C)c1C,-16%
O=C(Nc1ccc2c(c1)OCO2)c1ccc(Cl)s1,3%
COc1cccc(-c2nnc(SCC(=O)NCc3ccc4c(c3)OCO4)n2Cc2ccco2)c1,-4%
Cc1cccc(OCc2nnc(SCC(=O)N3CCN(C(=O)c4ccco4)CC3)n2C)c1C,-4%
CS(=O)(=O)N1CCN(c2ccc([N+](=O)[O-])c(NCc3ccccc3)c2)CC1,-15%&-4%
CN1C(=O)C(=Cc2cc([N+](=O)[O-])ccc2O)C(=O)N(C)C1=O,-7%
CCOc1ccc(S(=O)(=O)Nc2c(C)cc(C)cc2C)cc1,-15%
CCS(=O)(=O)N1CCC(C(=O)NCc2ccccc2OC)CC1,-7%
COc1cc2c(cc1NC(=O)Cn1cnc3c1c(=O)n(C)c(=O)n3C)oc1ccccc12,-6%
COC(=O)CN(c1ccc(Br)cc1)S(C)(=O)=O,-10%
COc1cc(C2C(C(=O)c3ccc(C)o3)=C(O)C(=O)N2CCc2ccccc2)ccc1O (stereo not drawn),-12%
COc1ccc(/C=C/C(=O)c2c(O)cc(C)oc2=O)c(OC)c1,-4%
COc1cccc(N2CCN(C(=O)c3[nH]c(C)c(C(C)=O)c3C)CC2)c1,-11%

# (list continues)
SMILES,mouse EphA4 binding
CCN(CCNC(=O)C1CCN(Cc2nc(-c3cccc(Cl)c3)oc2C)CC1)c1ccccc1,11%
Clc1ccc(-c2nc(NCCN3CCOCC3)c3ccccc3n2)cc1,-10%
CCOc1ccc(S(=O)(=O)N(CC(=O)N(CC)CC)c2ccc(C)cc2)cc1,-3%
CCOc1ccccc1C(=O)OCC(=O)Nc1ncc(C(F)(F)F)cc1Cl,-7%
COc1ccc(CCN=CC2=C(O)CCCC2=O)cc1OC,-10%
O=C(COC(=O)c1cccs1)NC1CCCCC1,-6%
CCC(=O)Nc1ccc(NC(=O)CSc2nc3cc4c(cc3cc2C)CCC4)cc1,-10%
CCOC(=O)N1CCN(C(=O)C2CCC(CNS(=O)(=O)c3ccccc3)CC2)CC1 (stereo not drawn),-10%
O=C1C(=Cc2ccccc2F)C(=O)c2ccccc21,-4%
COc1ccc(CC(=O)Nc2cc(=O)n(C)c(=O)n2C)cc1,-36%
COc1cc(Br)cc2cc(C(=O)N3CCN(c4ccccn4)CC3)c(=O)oc12,-4%
CC(=O)N/C(=C\c1cccc([N+](=O)[O-])c1)C(=O)NC(C)C,4%
Cc1cccc(-n2nnc3cnn(C)c3c2=O)c1,3%
Oc1cc(OCc2ccccc2Cl)ccc1-c1[nH]ncc1-c1ccccc1,-11%
Cc1ccc(NC(=O)/C(=C\c2cccc(Br)c2)NC(=O)c2ccco2)cc1,-10%
O=C(Cn1c(=O)oc2cc(S(=O)(=O)N3CCc4ccccc43)ccc21)N1CCCCC1,-4%
O=C(NCCN1C(=O)C2C3C=CC(C3)C2C1=O)Nc1ccc(Br)cc1 (stereo not drawn),-2%
COc1ccc(N2C(=O)CSC2c2cccc(F)c2)c(OC)c1 (stereo not drawn),-10%
CC1=CC(=C2C(=O)c3ccccc3C2=O)C=C(C)N1C,-9%
C=C(C)C(=O)Nc1ccc(OC(F)(F)C(F)F)c(NC(=O)C(=C)C)c1,-4%
COc1ccc2c(c1)OC13CCCCC1C2C(C(=O)c1ccccc1)C(=O)N3 (stereo not drawn),3%
CNS(=O)(=O)c1cccc(C(=O)OCC(=O)NCc2ccccc2)c1,-19%
COc1ccc(Cl)cc1NC(=O)COC(=O)/C=C/c1c(C)nn(C2CCS(=O)(=O)C2)c1Cl (stereo not drawn),4%
CCN(CC)Cc1c(-c2ccccc2)[nH]c2ccc(C)cc2c1=O,-8%
CC1CN(C2CCCCC2)c2nc3c(c(=O)n(C)c(=O)n3C)n2C1 (stereo not drawn),-4%

# A portion from further up, for reference:
SMILES,mouse EphA4 binding
CCOc1ccccc1C(=O)OCC(=O)Nc1ncc(C(F)(F)F)cc1Cl,-7%
COc1ccc(CCN=CC2=C(O)CCCC2=O)cc1OC,-10%
O=C(COC(=O)c1cccs1)NC1CCCCC1,-6%
CCC(=O)Nc1ccc(NC(=O)CSc2nc3cc4c(cc3cc2C)CCC4)cc1,-10%
CCOC(=O)N1CCN(C(=O)C2CCC(CNS(=O)(=O)c3ccccc3)CC2)CC1 (stereo not drawn),-10%
O=C1C(=Cc2ccccc2F)C(=O)c2ccccc21,-4%
COc1ccc(CC(=O)Nc2cc(=O)n(C)c(=O)n2C)cc1,-36%
COc1cc(Br)cc2cc(C(=O)N3CCN(c4ccccn4)CC3)c(=O)oc12,-4%
CC(=O)N/C(=C\c1cccc([N+](=O)[O-])c1)C(=O)NC(C)C,4%
Cc1cccc(-n2nnc3cnn(C)c3c2=O)c1,3%
Oc1cc(OCc2ccccc2Cl)ccc1-c1[nH]ncc1-c1ccccc1,-11%
Cc1ccc(NC(=O)/C(=C\c2cccc(Br)c2)NC(=O)c2ccco2)cc1,-10%
O=C(Cn1c(=O)oc2cc(S(=O)(=O)N3CCc4ccccc43)ccc21)N1CCCCC1,-4%
O=C(NCCN1C(=O)C2C3C=CC(C3)C2C1=O)Nc1ccc(Br)cc1 (stereo not drawn),-2%
COc1ccc(N2C(=O)CSC2c2cccc(F)c2)c(OC)c1 (stereo not drawn),-10%
CC1=CC(=C2C(=O)c3ccccc3C2=O)C=C(C)N1C,-9%
C=C(C)C(=O)Nc1ccc(OC(F)(F)C(F)F)c(NC(=O)C(=C)C)c1,-4%

# (list continues)
SMILES,mouse EphA4 binding
NS(=O)(=O)c1ccc(NCc2c(F)cccc2Cl)cc1,-6%
COn1c(-c2ccccc2)nc2ccc(Cl)cc21,-12%
CC1(C)NC(=O)N(CC(O)COc2ccccc2-c2ccccc2)C1=O (stereo not drawn),-4%
CCOC(=O)CNC(=O)CSc1nnc(COc2ccc(Cl)cc2)n1CC,-5%
CCCCN(C)CCCNC(=O)c1cccc(N2CCCC2=O)c1,-10%
O=C(NCC1COc2ccccc2O1)c1ccccc1 (stereo not drawn),-8%
Cc1ccc(-c2cc(C(=O)Nc3nn[nH]n3)c3ccccc3n2)cc1,5%
CSc1nc(-c2ccc(C)cc2)nc(C(Cl)Cl)n1,-10%
CC(=O)N1CCc2cc(S(=O)(=O)CCC(=O)N3CCc4ccccc4C3)ccc21,-7%
CCOC(=O)c1sc(NC(=O)c2cc3n(n2)C(C(F)(F)F)CC(c2ccccc2)N3)c(C(=O)OCC)c1C (stereo not drawn),4%&6%
CCn1ncc(/C=C/C(=O)NCc2cn(C)nc2C)c1C,-16%
Cc1ccc(C(=O)CSc2nc(C)cc(=O)[nH]2)cc1,-21%
O=c1oc(-c2cccs2)nc2sc3c(c12)CCCCC3,-16%&2%
Fc1ccccc1N1CCN(C2CCN(Cc3c[nH]c4ccccc34)CC2)CC1,-12%
COc1ccccc1NC(=O)COc1ccccc1,-4%
C=CCNc1nc(-c2ccccc2)nc(-n2ccnc2)n1,-6%
O=C(Cn1cc(C(F)(F)F)ccc1=O)N1CCN(S(=O)(=O)c2ccccc2)CC1,-3%
O=C(Nc1ccc(Br)cc1)C1CC=CCC1C(=O)OCC1CCCO1 (stereo not drawn),-33%
COc1ccc(C(=O)NC2CCCCC2)cc1S(=O)(=O)N1CCCC1,9%
O=C1c2ccccc2C(=O)N1CCCCSc1nnc2ccccn12,-8%
CC(C)C(=O)Nc1cccc(NC(=S)NC(=O)c2ccccc2Cl)c1,10%
O=C(Cn1cc2c(n1)CCCC2)N1CCOCC1,-4%
Cc1ccc(-c2noc(C3CCCN(C(=O)c4c(F)cccc4F)C3)n2)cc1 (stereo not drawn),-1%
CON(C)c1nc(OCCNC(=O)COc2ccc(Cl)cc2C)nc(N(C)C)n1,-4%
Cc1ccc(-c2cc(NC(=O)c3ccc(F)cc3)n[nH]2)cc1,10%

# Next section
SMILES,mouse EphA4 binding
Nc1nc(-c2ccco2)c(-c2ccco2)s1,3%
c1ccc(-c2nc(-c3cccs3)[nH]c2-c2ccccc2)cc1,-30%
Cc1cc(C)n2nc(SCCC(=O)NCCc3ccccc3)nc2n1,-2%
Cn1cnnc1SCC(=O)N1CCCc2ccccc21,-16%
O=C(NNC(=O)C(c1ccccc1)c1ccccc1)C(c1ccccc1)c1ccccc1,-8%
CCN(CC)CCNC(=O)c1ccc(NC2=NC3CS(=O)(=O)CC3S2)cc1 (stereo not drawn),-10%
CCN(CC)S(=O)(=O)c1ccc(NS(=O)(=O)c2cccc(C)c2)cc1,-4%
COC(=O)C1=C(C)OC(N)=C(C#N)C1c1cc(OC)c(OCC(N)=O)cc1Cl (stereo not drawn),10%
Cc1ccc(OCC(=O)N2CCc3ccccc3C2)cc1,2%
CCOc1ccc(OCc2ccc(C(=O)N3CCc4ccccc4C3)o2)cc1,-7%
C/C(=C/c1oc2ccc(O)cc2c1[N+](=O)[O-])N(C)C,-2%
CC(C)C[C@H](NC(=O)NCc1ccccc1Cl)C(=O)O,-9%
O=S(=O)(c1ccc(Br)cc1)N1CCN(c2ccccc2)CC1,-18%
COc1ccc(CC(=O)Nc2ccc(-c3cn4ccccc4n3)cc2)cc1OC,1%
Cc1nn2c(C)nc3sc4c(c3c2nc1=O)CC(C)(C)OC4,-11%
CCN1CCN(C(c2cccs2)C(C)NC(=O)CC(C)C)CC1 (stereo not drawn),26%
Cc1cccc(NC(=O)CSc2ncnc3nc[nH]c23)c1,-13%
Cc1nc2ccccn2c1/C(O)=C1\C(=O)C(=O)N(CCCn2ccnc2)C1c1ccncc1 (stereo not drawn),-2%
O=C1CCSc2ccc(Cl)cc2N1Cc1ccccc1,-15%
COCCN(CCOC)Cc1c(O)ccc2c3c(c(=O)oc12)CCC3,-9%&-4%
CCOC(=O)c1[nH]c(C)c(/C(O)=C2\C(=O)C(=O)N(CCCn3ccnc3)C2c2ccncc2)c1C (stereo not drawn),2%
Cc1c(C(=O)NCCC2=CCCCC2)cccc1[N+](=O)[O-],-12%
COc1cc(/C=N/NC(=O)CSCc2ccc([N+](=O)[O-])cc2)cc(OC)c1OC,14%
Cn1c(=O)n(C)c2cc(/C=N/NC(=O)c3ccc(Cl)cc3Cl)ccc21,2%
C=CCOc1ccc(Br)cc1/C=N/O,-14%

# Next records follow.
SMILES,mouse EphA4 binding
O=c1[nH]c2ccc(Br)cc2c(-c2ccc(Cl)cc2)c1N1CCOCC1,6%
COCC(C)NC(=O)C1CC(c2cccc(Br)c2)=NO1 (stereo not drawn),-11%
COc1ccc(C(CC(=O)O)NC(C)=O)cc1OC (stereo not drawn),-13%
CC1=CC(C)(C)N(S(=O)(=O)c2ccc(C)cc2)c2ccccc21,-8%
COc1ccc(NS(=O)(=O)c2ccc(Oc3ncccn3)cc2)cc1,-1%
Cn1c(CC(=O)Nc2ccc(Cl)c(Cl)c2)nnc1SCC(=O)N1CCN(c2ccccc2)CC1,-9%
Cc1cc(C(=O)Nc2c(C)n(C)n(-c3ccccc3)c2=O)on1,-6%
CN1CCN(C(=O)c2ccc(S(=O)(=O)c3ccc(Br)cc3)cc2)CC1,-1%
CCOC(=O)c1[nH]c(C)c(C(=O)NC(C)(C)C)c1C,-4%
Cc1nc2c(C)cccn2c1/C(O)=C1\C(=O)C(=O)N(CCN2CCOCC2)C1c1ccncc1 (stereo not drawn),-10%
CC(C)(C)C(=O)N1CCc2cc(-c3csc(N)n3)ccc21,-10%
COc1ccc(NC(=O)N2CCCC(c3nc(-c4ccc(C(C)C)cc4)no3)C2)cc1 (stereo not drawn),-13%
CCOC(=O)c1c(NC(=O)c2c(-c3ccccc3)noc2C)sc(C)c1-c1ccccc1,-10%
CCOc1ccccc1CNC(=O)c1cc2oc3ccccc3c2n1CC,2%
O=C1CCC([N+](=O)[O-])C(c2ccc(Cl)cc2)N1 (stereo not drawn),-9%
COC(=O)c1c(NC(=O)COc2ccc(C)cc2Br)sc2c1C(C(=O)OC)CC2 (stereo not drawn),-14%
CCCc1n[nH]c2c1C(=O)CC(C)(C)C2,-16%
COC(=O)Cc1[nH]nc2c1C1(C(=O)N(Cc3ccc(Cl)cc3)c3ccccc31)C(C#N)=C(N)O2 (stereo not drawn),-6%
CCC1(C)Cc2c(sc3[nH]c(=S)n(Cc4ccccc4)c(=O)c23)CO1 (stereo not drawn),-3%
CC(=O)C1=C(C)NC2=C(C(=O)CC(C)(C)C2)C1c1cccc([N+](=O)[O-])c1 (stereo not drawn),8%
CC(C)Nc1nc(NC(C)C)nc(N(C)C(N)=O)n1,-24%
Cc1cc(C(=O)Nc2ccc(N(C)C)cc2)ccc1[N+](=O)[O-],-1%
COc1ccc(C2OC(=O)CC2C(=O)NC(C)C)cc1 (stereo not drawn),-10%
CCn1c(SCC(=O)N2CC(=O)Nc3ccccc32)nnc1-c1ccoc1C,2%
Cc1ccc(NC(=O)/C(=C/c2ccco2)c2ccccc2)c(C)c1,-10%

# (listing goes on)
SMILES,mouse EphA4 binding
COc1ccccc1OCC(=O)Nc1ccc2c(c1)OCO2,2%
CC(=O)OC1COC(n2ccc3ccccc32)C(OC(C)=O)C1OC(C)=O (stereo not drawn),-23%
O=C(Nc1ccc(Cl)c(Cl)c1)Nc1nnc(-c2ccc([N+](=O)[O-])cc2)s1,-2%
Cc1ccc(-n2c(C)c3c(C)nnc(C)c3c2C)cc1,-3%
Cc1ccc(OCC(=O)N/N=C/c2ccco2)cc1,-15%
COc1ccc2c(c1)C(NC(C)=O)C(=O)N2C (stereo not drawn),-5%

# These rows are one share of the data. The share of hits here may be higher or lower than overall.
